Screens deposited in PubChem by several laboratories.
Myeloid diff MLP: induction of myeloid progenitor differentiation, primary screen, cell-based, flow cytometry, MLPCN library; ER-HoxA9 myeloid progenitors, lysozyme-GFP differentiation; calls only at 10 µM; 360,000 tested, 1% active;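 active = normalized GFP-positive differentiation at or above the plate's own cutoff, the solvent-only control mean plus 3 SD; inconclusive = no clear call, values can overlap the other calls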;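 note: cells exposed to compound for four days before flow analysis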
West Nile virus CPE: West Nile virus antiviral activity, cell-based, CPE readout (AID 1621); West Nile virus-infected cells, CPE inhibition; higher % means a stronger effect; CPE inhibition, % at 10 µM, or IC50 in µM where a hit was titrated; 290,000 tested, 0.02% active; in the data active = a potency from the dose series; inconclusive = CPE inhibition mostly from about 3.7% at the one dose, without a potency; inactive = the rest, 99 in 100 with CPE inhibition below about 2.2%; note: strong numbers were not always called active
WT yeast gro inh: growth inhibition of WT strain, primary screen, mitochondrial fusion inhibitor project, WT and mutant strains, chemical genetic; 190,000 tested, 2.1% active; inhibition, % at 10 µM; AID 1362, 2008; mitochondrial fusion phenotypic screen; in the data active = inhibition above about 58%; tested in S. cerevisiae
MT stabilizer: microtubule stabilizers in HeLa cells, primary screen, imaging, high-content imaging; 200,000 tested, 0.83% active; % tubulin-high responders, % at 10 µM; HeLa tubulin immunostaining HCS, 24 h; share of cells brighter than vehicle mean+2SD; AID 2205, 2009;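 active = plate Z-score above 3 for both tubulin-high and condensed-nucleus cell shares, with cell loss under 80%, at 10 µM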;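 note: anti alpha tubulin signal scored within the nucleus-defined area of each cell; some results filed as inactive read as strong as hits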
bCat nuc transl: modulators of beta-catenin nuclear translocation, primary screen, imaging, HeLa cells, immunofluorescence, high-content. nuclear translocation activity, % at 5 µM. AID 1665, 2009. 190,000 tested, 0.3% active;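 active = nuclear translocation activity above 50% at 5 µM, with a well cell count of 50 or more; inconclusive = wells under 50 cells across six images, flagged as toxic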;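 note: per-cell ratio of nuclear to cytoplasmic median beta-catenin stain intensity; plate controls were DMSO negative control for no effect and GSK-3 inhibitor IX positive control for full effect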
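Assay system: human HeLa cells, native beta-catenin; doses: 5 µM primary, 0.02–20 µM confirmation; incubation: compound treatment 24 h, 37°C, 5% CO2; technique: fluorescence imaging of beta-catenin antibody stain plus DAPI; measure: % activation, nuclear-to-cytoplasmic median beta-catenin signal ratio per cell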
Hep lipid drop: inhibitors of hepatocyte lipid droplet formation, primary screen, imaging, high-throughput imaging, BODIPY stain; inhibition, % at 6.5 µM; AML12 mouse hepatocytes, oleate lipid droplets; AID 1656, 2009; 240,000 tested, 0.4% active;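 active = lipid droplet intensity inhibited by at least 50%, with more than 500 cells counted; inconclusive = wells with under 300 cells, treated as cytotoxic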
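Assay system: AML12 hepatocytes (mouse) / Also added: 100 µM oleic acid challenge / Times: overnight treatment with compound plus oleate / Detection: high-content imaging of BODIPY-stained droplets and DAPI nuclei / Evaluation: % inhibition of lipid droplet signal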
Ins promoter up: insulin promoter activators in MIN6 cells, imaging, high-content screening, mouse beta cells. MIN6 insulin promoter-GFP reporter; hits give high values. 190,000 tested, 0.3% active. AID 1625, 2009. z-score at 5 µM;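 active = z-score above 3 at 5 µM with at least 500 cells counted in the well; inconclusive = wells under 500 cells, flagged as cytotoxic or low count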
Autophagy mod: autophagy modulators in MEF cells, primary screen, imaging, high-content, MEF GFP-LC3; 190,000 tested, 0.98% active; MEF GFP-LC3 puncta imaging; test concentration mostly 10 µM; calls only at 10 µM (by protocol);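 active = percentage of spot-positive cells more than 3 SD above its plate mean, without a fluorescence outlier flag or 80% toxicity; inconclusive = no clear call, values can overlap the other calls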;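 note: spot-positive cell cutoff set from DMSO-treated cells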
T cell modulator: modulators of CD8 T cell-vesicle binding, primary screen, mouse 2C CD8+ T cells, flow cytometry | 2C CD8+ T cell-vesicle binding; hits give low values | calls only at 7 µM | 330,000 tested, 0.068% active;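 active = response, share of CD8 T cells binding vesicles, and their 90th percentile fluorescence all below set limits, cut at about 80% in these data, passing the limit was not always enough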
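Incubation: binding step 1.5 h, 37 °C, antibody labelling 20 min, ice; system: murine 2C transgenic CD8+ T lymphocytes; technique: cytometric PE anti-B7-1 and Alexa647 anti-CD8 signals after 1% paraformaldehyde fixation; also added: QL9-charged Drosophila Ld/ICAM-1/B7-1 vesicles; control set: naked versus QL9-loaded vesicles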
WT yeast gro inh mutant strain: recorded beside WT yeast gro inh, whose call it bears; inhibition, %; mitochondrial fusion phenotypic screen, mutant strain inhibition
Ins promoter up cell count: recorded beside Ins promoter up, whose call it bears; cell count; measured here: cytotoxicity, nuclei count;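 total cells summed across four imaged fields per well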
Hep lipid drop cells 6.5 µM: second read-out of Hep lipid drop, no call of its own (marks repeat the call); cell count; measured here: cell count, cytotoxicity flag;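 cells counted across two imaged fields per well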
bCat nuc transl cell count 5 µM: second read-out of bCat nuc transl, no call of its own (marks repeat the call); cell count; measured here: cell count, cytotoxicity flag
T cell modulator vesicle-bound %: recorded beside T cell modulator, whose call it bears; double positive events, %; measured here: CD8+ vesicle-bound cell fraction;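 binding gate set so that unloaded-vesicle control wells show 10% double positive cells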
MT stabilizer Hoechst-high %: recorded beside MT stabilizer, whose call it bears; % Hoechst-high responders; measured here: nuclear condensation Hoechst responders;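 share of cells brighter than vehicle mean plus two SD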
MT stabilizer cytotoxicity %: also measured in MT stabilizer; calls as there; toxicity, %; measured here: cytotoxicity by cell density;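 0% = mean cell density of plate MIN control wells and 100% = no cells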
Autophagy mod cell loss 18 h: further read-out of Autophagy mod, marked with its call; toxicity, %; measured here: cell loss, nuclei count;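 cell loss after 18 h compound exposure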
Myeloid diff MLP GFP+ MAC1+ %: second read-out of Myeloid diff MLP, no call of its own (marks repeat the call); GFP+ MAC1+ double positive, %; measured here: differentiation confirmed by MAC1 staining
* marks the source's active call; other numbers are inactive results; i = inactive; ? = inconclusive; . = no result given; + = active, no number.

SMILES | Myeloid diff MLP | Myeloid diff MLP GFP+ MAC1+ % | West Nile virus CPE | WT yeast gro inh | WT yeast gro inh mutant strain | MT stabilizer | MT stabilizer Hoechst-high % | MT stabilizer cytotoxicity % | bCat nuc transl | bCat nuc transl cell count 5 µM | Hep lipid drop | Hep lipid drop cells 6.5 µM | Ins promoter up | Ins promoter up cell count | Autophagy mod | Autophagy mod cell loss 18 h | T cell modulator | T cell modulator vesicle-bound %
O=C(c1cc(-c2ccc(Cl)cc2)n[nH]1)N1CCc2ccccc2C1 | i | 4.0 | 0.1% | . | . | . | . | . | . | . | 10 | 784 | . | . | . | . | i | 28
CC(C)Cn1c(=O)c(C(=O)NCc2ccccn2)c(O)c2ccccc21 | i | 1.8 | 0.2% | 2 | 16 | 3.1 | 0.9 | 6.4 | 0.0 | 846 | -22 | 668 | 0.4 | 1519 | i | 6 | i | 32
COc1cc(/C=C/C(=O)c2ccc3c(c2)OCCO3)cc(Br)c1OCC(=O)N(C)C | + | 4.0* | -1.3% | . | . | . | . | . | . | . | -20 | 736 | . | . | . | . | i | 9
O=C(NCc1ccc2c(c1)OCO2)C1CC(=O)N(c2ccc(F)cc2)C1 (stereo unspecified) | i | 0.8 | 0.7% | -9 | -11 | 2.8 | 2.7 | 2.5 | -1.5 | 1093 | 6 | 673 | . | . | i | 6 | i | 20
Cn1c(CSc2nc3ccccc3s2)nnc1SCC(=O)NCCCN1CCOCC1 | i | 1.2 | 0.2% | -6 | 2 | 2.7 | 1.8 | 5.3 | -1.6 | 569 | -6 | 717 | . | . | i | -1 | i | 41
CC1CCCCN1C(=S)NCCc1ccccc1 (stereo unspecified) | i | 1.3 | 0.7% | 9 | -3 | 2.1 | 2.0 | 7.2 | -3.4 | 1134 | 5 | 861 | 0.15 | 762 | i | 2 | i | 47
CC(=O)NCCC(=O)N1CCc2c([nH]c3ccccc23)C1c1cccc(Cl)c1 (stereo unspecified) | i | 0.2 | -0.1% | 6 | 0 | 3.6 | 2.0 | 9.7 | -1.7 | 1027 | -3 | 644 | . | . | i | -3 | i | 45
CC(=O)Nc1ccc(S(=O)(=O)N2CCN(CCCOc3ccccc3Cl)CC2)cc1 | i | 2.0 | -1.0% | -3 | 2 | 1.9 | 1.7 | 9.2 | . | . | 19 | 779 | -0.93 | 845 | i | 1 | i | 14
Cc1cccc(N2CCN(C(=O)c3cn(C)c(=O)c4c3c3ccccc3n4C)CC2)c1C | i | 0.9 | . | 5 | 7 | 34 | 6.3 | 62 | -1.8 | 989 | . | . | 0.41 | 1405 | i | 5 | i | 12
O=C(NC1CCCCC1)C1CC(=O)N(CCc2ccc(F)cc2)C1 (stereo unspecified) | i | 0.0 | 1.6% | . | . | . | . | . | . | . | -7 | 786 | . | . | . | . | i | 19
O=C(COC(=O)c1ccccn1)Nc1ccccc1Cl | i | 1.1 | -0.3% | 35 | 28 | 2.0 | 1.8 | 8.9 | 1.2 | 722 | . | . | 0.64 | 1280 | i | -1 | i | 48
CCc1cc2c(=O)c(-c3cscn3)coc2c(CN(C)C)c1O | i | 0.4 | 0.9% | 19 | 5 | 4.0 | 1.6 | 0.3 | . | . | -30 | 621 | -0.46 | 1220 | i | 7 | i | 54
CCn1cc(C(=O)N2CCc3ccccc32)c(=O)c2cc(S(=O)(=O)N3CC(C)CC(C)C3)ccc21 (stereo unspecified) | i | 0.6 | -0.5% | -9 | 1 | 4.1 | 2.3 | 3.9 | -1.4 | 598 | -5 | 672 | -0.21 | 1011 | i | 11 | i | 20
Cc1cccc(Cn2c(N3CCCCC3C)nc3c2c(=O)[nH]c(=O)n3C)c1 (stereo unspecified) | i | 1.8 | -0.1% | 11 | -4 | 4.5 | 3.5 | 4.8 | -2.6 | 1168 | -1 | 772 | 0.34 | 1358 | i | 0 | i | 20
OCc1nc2ccccc2n1CC(O)Cn1ccc2ccccc21 (stereo unspecified) | i | 0.9 | -0.6% | 5 | 9 | 2.7 | 2.1 | 22 | . | . | 2 | 636 | -2.1 | 1020 | i | 4 | i | 59
COc1ccc(NC(=O)CN(c2ccccc2F)S(=O)(=O)c2ccc(C)cc2)cc1 | i | 0.3 | -0.8% | . | . | . | . | . | . | . | 12 | 734 | . | . | . | . | i | 52
Cc1ccc(OCCOc2ccc(Br)cc2/C=N\NC(N)=O)cc1 | i | 0.3 | 0.1% | -1 | -23 | 4.3 | 0.9 | 14 | 1.4 | 1465 | -32 | 650 | 0.03 | 1552 | i | -13 | i | 55
CCCn1c(CCNc2nc(-c3ccc(Cl)c([N+](=O)[O-])c3)cs2)nc2cc(Cl)c(Cl)cc21 | i | 0.8 | -0.1% | . | . | . | . | . | . | . | -17 | 785 | . | . | . | . | i | 18
Cc1ccc(F)c([C@H]2C3C=CCC(c4ccccc4)C3C(=O)N2Cc2ccccc2)c1 (stereo partly specified) | i | 3.9 | ? | . | . | . | . | . | -1.3 | 1155 | 8 | 714 | . | . | . | . | i | 50
O=C(NCC(c1ccco1)N1CCCCC1)c1cccc(S(=O)(=O)Nc2ccccc2Cl)c1 (stereo unspecified) | i | 0.5 | -0.8% | . | . | . | . | . | . | . | -1 | 779 | . | . | . | . | i | 48
O=C(NCCSc1ccccn1)c1ccc(Cl)cc1Cl | i | 0.4 | -0.2% | 3 | 0 | 3.2 | 2.2 | 3.8 | -0.1 | 1089 | -8 | 713 | -0.46 | 1219 | i | 15 | i | 28
CCc1ccc2c(c1)/C(=N/N(C)C(=S)NC)C(=O)N2 | i | 1.1 | . | -1 | 22 | 1.9 | 1.6 | 6.6 | -2.0 | 1346 | . | . | 0.15 | 1493 | i | 23 | i | 45
COc1ccc(OC)c2c1sc(=NC(=O)CN1C(=O)CCC1=O)n2C | . | . | -0.1% | 2 | 1 | 7.9 | 2.7 | 9.3 | . | . | . | . | -1.2 | 767 | i | 6 | . | .
CCCC1=C(C(=O)OCC)C(c2sccc2C)n2ncnc2N1 (stereo unspecified) | i | 0.4 | 0.2% | . | . | . | . | . | -1.1 | 1124 | 4 | 707 | 0.07 | 1465 | . | . | i | 18
CCCNC(=O)NC(=O)COc1c(F)c(F)cc(F)c1F | i | 1.0 | 0.3% | 16 | 9 | 3.5 | 2.2 | 8.0 | -0.2 | 1268 | . | . | -0.23 | 1661 | i | 0 | i | 44
Nc1nnc(SCc2cccc(C(F)(F)F)c2)s1 | i | 4.9 | -0.4% | -9 | 4 | 2.3 | 1.7 | 5.7 | -0.2 | 1101 | . | . | 0.64 | 1198 | i | 7 | . | .
CCOc1cc(/C=N/NC(=O)c2ccc(O)cc2)ccc1Oc1nc(Cl)ncc1F | i | 0.1 | 0.8% | -9 | 11 | 5.5 | 2.8 | 4.5 | 0.1 | 1177 | -8 | 690 | -0.79 | 1204 | i | 4 | i | 53
O=C(NC1CCN(S(=O)(=O)c2ccc(F)cc2)CC1)c1ccco1 | i | 0.5 | 0.0% | . | . | . | . | . | . | . | -3 | 821 | . | . | . | . | i | 25
O=C(CCC(=O)N1CCOc2ccccc21)N1CCN(c2ccccc2)CC1 | i | 3.0 | -0.8% | . | . | . | . | . | . | . | 6 | 802 | . | . | . | . | i | 23
Cc1nnc(SCC(=O)NC2CCCCC2)n(N)c1=O | i | 5.5 | -0.3% | -4 | 15 | 1.6 | 1.6 | 8.2 | -0.3 | 1213 | 1 | 765 | -0.08 | 1087 | i | -10 | i | 26
COc1ccc(NC(=S)NC2CCN(Cc3ccccc3)CC2)cc1OC | i | 0.1 | -0.7% | -5 | -7 | 2.3 | 1.2 | 1.6 | -4.8 | 1120 | 13 | 685 | 0.14 | 1545 | i | 22 | i | 46
O=C1SCC(c2ccc(Cl)cc2Cl)=NN1Cc1nnc(-c2ccccc2)o1 | i | 1.0 | -1.0% | 19 | 0 | 1.5 | 4.5 | 6.9 | -1.4 | 997 | -49 | 687 | -0.08 | 1172 | i | -5 | i | 44
CCC(=O)N1CCc2cc(Br)cc(S(=O)(=O)NCCCN(CC)Cc3ccccc3)c21 | i | 3.8 | -0.5% | . | . | . | . | . | . | . | -4 | 807 | . | . | . | . | i | 58
CCCNC(=O)/C(C#N)=C1\N=C(NC(=O)c2ccco2)c2ccccc21 | i | 4.5 | 0.0% | . | . | . | . | . | . | . | -9 | 715 | . | . | . | . | i | 29
Cc1ccc2nc(N3CCN(c4ccccc4)CC3)c(C=O)c(=O)n2c1 | i | 0.5 | -0.1% | 19 | 25 | 3.4 | 2.8 | 4.3 | 1.2 | 815 | 20 | 774 | . | . | i | 12 | i | 59

2 compounds from above with just Autophagy mod cell loss 18 h:
canonical_smiles	Autophagy mod cell loss 18 h
COc1ccc(NC(=S)NC2CCN(Cc3ccccc3)CC2)cc1OC	22
Cc1ccc2nc(N3CCN(c4ccccc4)CC3)c(C=O)c(=O)n2c1	12
